# From PubChem BioAssay
# 3T3 cytotox: cytotoxic compounds in NIH 3T3 cells | NIH 3T3 viability, CellTiter-Glo ATP luminescence, 48-72 h | Potency, µM (titrated, usually from 96.7 µM), inactives show at the highest dose activity change, negative = cytotoxicity, hits mostly inhibitors | AID 1345082 | 94,000 tested, 4.3% active; further: potency means the concentration at half of the fitted maximal effect; nearly all actives have a fitted effect of over 55% in size
#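 Cytotoxicity was measured by CellTiter-Glo ATP luminescence after 48 or 72 h compound exposure at 37 °C. Mouse NIH 3T3 fibroblasts were seeded at 400 cells/well and dosed by 23 nL pin transfer.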
# Luciferase inh: Photinus pyralis luciferase inhibition; P08659; purified P. pyralis luciferase, luminescence, biochemical; Potency, µM (titrated, usually from 115 µM), for inactives: top-dose activity change, negative = inhibition, usual class: inhibitors; 76,000 tested, 2.5% active; further: potency means the concentration at half of the fitted maximal effect; nearly all actives have a fitted effect of over 65% in size
# Target sequence (P08659 whole entry, looked up): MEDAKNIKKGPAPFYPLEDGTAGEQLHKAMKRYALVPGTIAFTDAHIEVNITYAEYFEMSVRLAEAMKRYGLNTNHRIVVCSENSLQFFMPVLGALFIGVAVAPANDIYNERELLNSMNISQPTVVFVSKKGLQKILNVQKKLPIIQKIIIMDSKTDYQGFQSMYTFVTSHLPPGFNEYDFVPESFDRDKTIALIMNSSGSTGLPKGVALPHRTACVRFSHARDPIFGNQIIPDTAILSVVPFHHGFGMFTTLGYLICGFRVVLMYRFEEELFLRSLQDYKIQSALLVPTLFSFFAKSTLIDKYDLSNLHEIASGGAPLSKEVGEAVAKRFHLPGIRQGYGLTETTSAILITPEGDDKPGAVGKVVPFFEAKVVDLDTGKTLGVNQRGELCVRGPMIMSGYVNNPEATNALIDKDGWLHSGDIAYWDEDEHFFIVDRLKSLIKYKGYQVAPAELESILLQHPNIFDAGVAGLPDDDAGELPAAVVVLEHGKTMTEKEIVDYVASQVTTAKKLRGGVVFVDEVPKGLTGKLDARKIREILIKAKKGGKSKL
#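 FLuc 10nM, D-luciferin 10uM, ATP 10uM, Mg acetate 10mM, Tris acetate pH 7.5, Tween/BSA; cpd qHTS; enzyme added last; CCD luminescence.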
# HEK293 tox: kills HEK 293 cells; HEK 293 viability, ATP luminescence (CellTiter-Glo), 48-72 h; Potency, µM (titrated, usually from 115 µM), without a hit: at the highest dose activity change, negative = cytotoxicity, hits mostly inhibitors; 94,000 tested, 6.6% active; AID 1345083; further: potency means the concentration at half of the fitted maximal effect; nearly all actives have a fitted effect of over 60% in size
#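 HEK 293 cells seeded at 250 cells/well were exposed to compound for 48 or 72 hr at 37 degree Celsius. Viability taken as ATP content by CellTiter-Glo luminescence.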
# SNCA expr inh: SNCA gene expression inhibition; Potency, µM (titrated, usually from 57.2 µM), without a hit: top-dose activity change, negative = inhibition, actives largely listed as inhibitors; 140,000 tested, 0.17% active; HEK-293 SNCA-luciferase knock-in, luminescence, 24 h;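 further: potency means the concentration at half of the fitted maximal effect; plate controls were DMSO cells for no effect and cell-free wells for full effect; nearly all actives have a fitted effect of over 45% in size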
# IP6K1 inhibitor: inhibitors of human IP6K1. Q92551. IP6K1 kinase, ADP-Glo luminescence, 2 h; active compounds read low. activity change, % (series mostly up to about 58 µM). 140,000 tested, 0.81% active. AID 1645851; in the data active means activity change below about -25%
# Target sequence (Q92551 whole entry, looked up): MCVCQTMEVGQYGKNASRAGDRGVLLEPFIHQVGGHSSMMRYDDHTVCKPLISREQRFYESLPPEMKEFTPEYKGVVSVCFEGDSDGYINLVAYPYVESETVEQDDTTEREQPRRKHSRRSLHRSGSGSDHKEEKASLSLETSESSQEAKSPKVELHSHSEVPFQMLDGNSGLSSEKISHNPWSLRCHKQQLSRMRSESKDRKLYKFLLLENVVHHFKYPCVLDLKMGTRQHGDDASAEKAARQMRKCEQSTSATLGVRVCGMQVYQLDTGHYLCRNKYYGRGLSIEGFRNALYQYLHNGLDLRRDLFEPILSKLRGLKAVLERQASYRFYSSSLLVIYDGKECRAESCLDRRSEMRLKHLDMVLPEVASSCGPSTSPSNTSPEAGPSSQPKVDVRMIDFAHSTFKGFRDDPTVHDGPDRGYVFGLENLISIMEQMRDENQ
#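 ADP-Glo luminescence measures ADP made by human IP6K1 during a 2 h RT reaction with ATP/IP6 (mix at 1.3 mM/130 uM); top library doses 57.5 and 19.1 uM final.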
# HEK293 viab: counter-screen for SNCA expression inhibitors: cell viability; Potency, µM (highest dose often 57.1 µM), without a hit: at the top dose activity change, negative = cytotoxicity, hits mostly cytotoxic; 150,000 tested, 0.12% active; AID 1671193; HEK-293-SNCA-luc viability, GF-AFC fluorescence, 24 h;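 further: potency means the concentration at half of the fitted maximal effect; 0% = DMSO-treated cells and -100% = medium-only wells without cells; nearly all actives have a fitted effect of over 30% in size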
#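 Cytotoxicity counterscreen: after 24 h compound treatment of genome-edited SNCA-luciferase HEK-293 cells, live-cell protease substrate GF-AFC read by fluorescence after 30 min; activity scaled between DMSO (0%) and medium-only (-100%), curves Hill-fitted.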
# GPT2 inhibitor: blocks human glutamate pyruvate transaminase 2; Q8TD30; Recombinant GPT2, coupled pyruvate oxidase/HRP Amplex Red fluorescence; Potency, µM (top dose mostly 57.7 µM), for the others: top-dose activity change, negative = inhibition, hits mostly inhibitors; 100,000 tested, 0.25% active; further: potency means the concentration at half of the fitted maximal effect; nearly all actives have a fitted effect of over 60% in size; many of its hits are not listed in these tables
#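 Fluorescence of coupled pyruvate oxidase/HRP/Amplex Red system (50uM Amplex, 30 min, dark) reports pyruvate formed by GPT2. Enzyme reaction: 10ng/uL GPT2, 2mM L-alanine, 250uM a-KG, 30 min room temperature, pH 7.5; 50uM AOA control.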
# The depositor's hits bear a star; i = inactive; ? = inconclusive; · = no result given; [ ] = another dose, or the depositor's remark. Unless noted, the call rests on the fitted dose curve; in most records, active means well fitted curve in the direction sought with a large enough effect; inconclusive means small, poorly fitted or top-dose-only effect, or another doubt; inactive means no such curve, though single readings can be large; an effect the other way counts as inactive or inconclusive. Unless noted, on the % scale 0 is the no-effect control and ±100 the full control effect. These rows are one share of the data (hit frequency here may not be typical).
SMILES,3T3 cytotox,Luciferase inh,HEK293 tox,SNCA expr inh,IP6K1 inhibitor,HEK293 viab,GPT2 inhibitor
CCCSc1ncc(Cl)c(C(=O)Nc2ccc(S(=O)(=O)N3CCCC(C)C3)cc2)n1 (stereo not drawn),·,·,·,4%,-2,4%,·
O=C1COc2ccc(-c3cncnc3)nc2CN1CCOc1ccccc1,0%[138 µM],-4%[172 µM],?,-18%[87.6 µM],-10,2%[87.6 µM],i
O=C(Cn1c(SCC(=O)Nc2ccc(F)cc2)nc2ccccc21)NCc1ccc(Cl)cc1,·,·,·,?,15,?,·
C=CCOC(=O)C1=C(C)N=C2SC=C(CC(=O)NC3CC3)N2C1c1cc(C)ccc1C (stereo not drawn),-15%,0%,?,3%,21,11%,i
COCCCNc1ncnc2c1CN(c1cccnc1)C(=O)CN2C,-4%[138 µM],3%[172 µM],0%[172 µM],9%[87.6 µM],-8,5%[87.6 µM],-1%[88.5 µM]
CCc1ccc(NC(=O)C2CCN(C(=O)c3ncn4c3COC(c3ccc(OC)cc3)C4)CC2)cc1 (stereo not drawn),-6%,?,?,19%,0,-12%,5%
CCOC(=O)C1(Cc2ccccc2F)CCCN(C(=O)c2ccc3c(c2)OCCO3)C1 (stereo not drawn),?,?,?,-13%,-2,?,i
COCc1cccc(-c2n[nH]c3c2CC(=O)N(CC2CCOCC2)C3)c1,?,9%[172 µM],-26%[172 µM],-14%[87.6 µM],0,-1%[87.6 µM],2%[88.5 µM]
CC1CC(O)/C=C/C(O)/C=C\C(=O)O1 (stereo not drawn),·,·,·,·,-1,-8%[87.6 µM],i
CCOC(=O)c1c(C)oc2ncnc(Nc3cc(C)cc(C)c3)c12,·,·,·,-9%,-2,0%,·
CC(C)Cn1c(C2CC(=O)N(c3ccccc3Cl)C2)nc2ccccc21 (stereo not drawn),·,·,·,0%,-1,1%,·
O=C(NC1CCN(Cc2ccc(-c3ccsc3)cc2)C1)c1ccc(F)cc1 (stereo not drawn),?,·,?,4%,-6,-2%,-6%
O=C(C1CC=CC1)N1CCc2nn(Cc3ccccc3)c(=O)n2CC1,-25%,-1%,-14%,-11%,10,7%,i
Cc1ccc(CN2C(=O)OC(c3cccc(NC(=O)c4ccc(F)cc4)c3)C2C(=O)NC2CC2)cc1 (stereo not drawn),?,-8%,?,10%,14,6%,1%
CC(C)(C)c1ccccc1NC(=O)c1cnn2c(C(F)F)cc(-c3ccccc3)nc12,·,·,·,-10%,0,5%,·
O=C(NC1CCCCC1)O[C@@H]1CO[C@H]2[C@@H]1OC[C@@H]2n1nnnc1-c1ccc2c(c1)OCCO2,-28%,-2%,-21%,28%,-10,0%,0%
Cc1cc(C)cc(-c2ccc(CN3CCCC3C(=O)N3CCC(Cc4ccccc4)CC3)cc2)c1 (stereo not drawn),11µM*,·,20µM*,-25%,-7,-4%,1%
Cc1cc(OCC(=O)Nc2ccc(-c3nc4cc(Cl)ccc4o3)cc2)cc(C)c1Cl,·,·,·,5%,0,8%,·
COc1ccc(C2=NOC3(CCCN([S+](=O)([O-])c4cccc(OC)c4)C3)C2)cc1 (stereo not drawn),-26%,·,?,-23%,-4,-15%,i
COc1cccc(CNC(=O)c2ccc3nnc(-c4ccoc4)n3c2)c1,?,·,?,?,7,-9%[87.6 µM],2%[88.5 µM]
CN(C)CCNC(=O)c1cc2c(n1C)CCN(Cc1ccc(F)cc1)C2,-10%,0%,-24%,13%,1,-7%,i
COCCNC(=O)[C@@H]1C[C@@H](c2ccc(F)cc2)N([S+](=O)([O-])c2ccccc2)C1,?,1%[172 µM],-6%[172 µM],-9%[87.6 µM],7,4%[87.6 µM],-1%[88.5 µM]
Fc1ccc2c(c1)-c1c(cnc3cc(-c4ccc(Cl)cc4)nn13)CO2,·,·,·,-2%,-9,5%,·
COc1ccc(CC(=O)N2CC(C(=O)NCCc3ccncc3)C3(CCOCC3)C2)cc1 (stereo not drawn),i,2%,i,-8%,-3,4%,i
Cn1nc(N2CCC(NS(=O)(=O)c3ccc4c(c3)CCC4)CC2)ccc1=O,?,·,?,23%,24,-7%,-10%
Cc1ccc(SCc2nc(-c3ccc(C(=O)NCC(C)c4ccccc4)cc3)oc2C)cc1 (stereo not drawn),·,·,·,?,5,13%,·
COc1ccc(C(=O)N2CCCC2C(=O)Nc2ccccc2Oc2cccnc2)o1 (stereo not drawn),i,5%,4%,-15%,-3,-9%,i
Cc1ccc(Cn2c(C)c3cnn(CC(=O)NCc4ccccc4)c(=O)c3c2C)cc1,·,·,·,-11%,-2,0%,·
CCOC(=O)c1c(S(=O)(=O)N2CCCC(C(=O)NCc3ccc(Cl)cc3)C2)c(C)n(C)c1C (stereo not drawn),·,·,·,-10%,-7,-13%,·
O=C(Nc1ncc(-c2cc(C(F)F)nn2-c2c(Cl)cccc2Cl)s1)C1CC1,·,·,·,?,-20,?,?
Cc1cc(=O)n(CC(=O)Nc2cccc(Cl)c2)c(N(C)Cc2ccccc2)n1,?,-8%,?,-16%,16,-5%,i
CCOCC(=O)N1CCC(Oc2nccnc2N(C)C)C1 (stereo not drawn),i,?,4%,173%[activator],25,-1%,i
O=C(c1cc(C2CC2)nc2c1c(C1CCCN1)nn2-c1ccccc1)N1CCC(F)CC1 (stereo not drawn),32µM*,·,?,176%[activator],-1,-15%,4%
N#Cc1ccc(C(=O)N2CCc3[nH]nc(C(=O)NCCCc4ccccc4)c3C2)cc1,-14%,-5%,?,?,1,3%,i
COc1ccccc1C(=O)N1CCN(c2ccc3nnc(C)n3n2)CC1,-29%[138 µM],·,-17%[172 µM],·,10,·,·
Cc1ccc(CN(C(=O)c2ccco2)c2ccc(CC(=O)N3CCOCC3)cc2)cc1,-22%,-6%,-15%,-10%,2,-4%,i
Cc1ccc2c(c1)c1c3n2CCNC3CCC1 (stereo not drawn),·,·,·,-25%[25.6 µM],2,-4%[23.9 µM],-1%
COC(=O)c1ccc2c(c1)nc1n2[C@@H](CNC(C)=O)COC1,-14%[138 µM],-4%[172 µM],i,6%[87.6 µM],-11,4%[87.6 µM],-8%[88.5 µM]
CN(C)C[C@@H]1CN(C2CCOCC2)C[C@H]1NC(=O)c1n[nH]c2ccccc12,i,-9%,-28%,32%[activator],4,27%,2%
Cc1ccc(C)c(OCC(=O)c2ccc3c(c2)N(CCCC(=O)N2CCOCC2)C(=O)CO3)c1C,-6%,-4%,-24%,-14%,-11,?,i
COc1cc(-n2cnnn2)cc(-n2ccnc2-c2cc3n(n2)CCNC3)c1,-10%,0%,-13%,2%,19,-10%,-16%
CC(=O)N(C1CC1)C1CCOC2(CCN(C(=O)c3ccco3)CC2)C1 (stereo not drawn),-14%,·,-24%,-15%,-10,13%,i
CCC(=O)N1CCC(Cn2c(C)cnc2C2CC2)CC1,i,5%,-4%,42%[activator],8,-1%,?
CC1=C[C@@H](CNS(C)(=O)=O)[C@H](C(C)C)C[C@H]1Cc1nnc(-c2ccccc2F)o1,?,-2%[172 µM],?,-1%[87.6 µM],16,-3%[87.6 µM],1%[88.5 µM]
COC(=O)C[C@H]1[C@]2(C)C3=C(C)[C@H](c4ccoc4)C[C@H]3O[C@@H]2[C@H](O)C2[C@](C)(C(=O)OC)C=CC(=O)[C@@]21C (stereo partly drawn),·,·,·,·,-3,-12%[23.9 µM],0%[27.3 µM]
CNC(=O)N1CCC(C2CCN(C(=O)CSC)C2)CC1 (stereo not drawn),-4%,-3%,1%,12%,6,2%[12.5 µM],i
CN(C)C(=O)N1CCN([S+](=O)([O-])c2ccc(Cl)nc2)C(=O)C1,i,·,3%,-10%,16,1%,-7%
Cc1ccc(NCc2cccn2-c2nnc(N3CCC(C(=O)NC(C)C)CC3)s2)cc1,·,·,·,-6%,-12,-6%,·
CCOc1ccc(-c2cc(-c3nc(-c4cc(OC)c(OC)c(OC)c4)no3)[nH]n2)cc1Cl,·,·,·,8%,8,2%,·
COc1ccccc1NC(=O)c1sc2nc(C)c(C(=O)Nc3ccc(C)cc3C)c(-c3ccc(C)o3)c2c1N,·,·,·,16%,-6,17%,·

# Record cards, from the list above. Screens in order: 3T3 cytotox, Luciferase inh, HEK293 tox, SNCA expr inh, IP6K1 inhibitor, HEK293 viab, GPT2 inhibitor
# Cc1ccc(NCc2cccn2-c2nnc(N3CCC(C(=O)NC(C)C)CC3)s2)cc1 across the screens: ·, ·, ·, -6%, -12, -6%, ·
# CCC(=O)N1CCC(Cn2c(C)cnc2C2CC2)CC1 across the screens: i, 5%, -4%, 42%[activator], 8, -1%, ?
# COC(=O)C[C@H]1[C@]2(C)C3=C(C)[C@H](c4ccoc4)C[C@H]3O[C@@H]2[C@H](O)C2[C@](C)(C(=O)OC)C=CC(=O)[C@@]21C (stereo partly drawn) across the screens: ·, ·, ·, ·, -3, -12%[23.9 µM], 0%[27.3 µM]
# CC(=O)N(C1CC1)C1CCOC2(CCN(C(=O)c3ccco3)CC2)C1 (stereo not drawn) across the screens: -14%, ·, -24%, -15%, -10, 13%, i
# COc1ccccc1NC(=O)c1sc2nc(C)c(C(=O)Nc3ccc(C)cc3C)c(-c3ccc(C)o3)c2c1N across the screens: ·, ·, ·, 16%, -6, 17%, ·

# Following part.
SMILES,3T3 cytotox,Luciferase inh,HEK293 tox,SNCA expr inh,IP6K1 inhibitor,HEK293 viab,GPT2 inhibitor
O=C([C@@H]1C[C@H](F)CN1S(=O)(=O)c1ccc(Br)cc1)N1CCCCC1,-6%,0%,-1%,9%,-2,1%,-6%
CN(C)CC(=O)Nc1ccc(OC2CCN(C)CC2)nc1,4%,-8%,5%,-24%,4,-18%,i
Cc1noc([C@H]2CCN(C(=O)c3ccc4ccccc4n3)C[C@H]2NC(=O)C2CC2)n1,-17%,-10%,-9%,33%[activator],-4,17%,-5%
COc1ccc(CN2Cc3[nH]cnc3C[C@H]2c2nc(C(C)C)no2)cc1,-16%[174 µM],-5%[172 µM],-29%[172 µM],33%[activator][87.6 µM],30,-4%[87.6 µM],?
O=C(Nc1cc(F)c(F)c(F)c1)N1CCC(N2CC3CC(C2)[C@H]2CCCC(=O)N2C3)CC1 (stereo partly drawn),-1%,-5%,1%,-12%,26,-14%,3%
COCCOC1CN(C2CCN(CC3CCCCC3)CC2)C12CCCCC2 (stereo not drawn),?,6%,?,2%,12,-8%,i
CCc1noc(CN2CCC3(CC2)CN(CCc2ccccc2)C(=O)O3)n1,-1%,0%,0%,24%,6,5%,-1%
CN(C)C(=O)N1CCCC(c2nc(-c3ccccc3)no2)CCNC(=O)CC1 (stereo not drawn),0%,4%,i,16%,-1,6%,2%
CC(C)(C)C(=O)NC1CCN(c2ccc3nnc(C4CC4)n3n2)C1 (stereo not drawn),-24%,·,-3%,·,9,·,·
CCCN1C(=O)Cc2ccccc2C1C(=O)NCc1cccc(C)c1 (stereo not drawn),-2%,0%,-7%,-15%,6,-15%,-25%
COc1ccc(CNc2nc3c(-c4ccc(C)cc4)nnn3c3ccccc23)cc1,·,·,·,136%[activator],-4,5%,·
